CaV13 ICDI inh: Disruptors of the CACNA1D IQ motif to Ca2+-dependent inactivation inhibitor domain association, primary screening, Förster resonance energy transfer in intact living …; HEK cells, CFP/YFP FRET ICDI-IQ, plate reader, 10 min; percent FRET-ratio fall versus neutral wells; inhibition, % at 12.3 µM; 340,000 compounds, 0.098% hits;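 active = mean replicate inhibition of at least 30% and at least 1% of replicates passing that level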;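 note: 0% = median of the neutral control wells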
NR2E3 ag-1: NR2E3 agonists in two-hybrid cells, primary screen, cell-based, luminescence, CHO-S, Gal4-NCOR/VP16-NR2E3. luciferase. inhibition of corepressor binding, % at 3.98 µM. 360,000 compounds, 0.35% hits. AID 602229, 2012;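 active = inhibition above the mean of all tested compounds plus 3 SD, cut at about 70% in these data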;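 note: 0% = DMSO with NR2E3 transfected cells and 100% = cells lacking NR2E3 construct; higher means lower luciferase signal from less NR2E3 corepressor binding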
Peg3 promoter: Peg3 promoter-driven luciferase inhibitors, primary screen, cell-based, HeLa, luciferase luminescence; HeLa PEG-Prom luciferase reporter, overnight; inhibition, % at 20 µM; 360,000 compounds, 1.7% hits;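 active = inhibition of at least 50% at 20 µM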
MITF TRPM1 inh: inhibitors of MITF-dependent TRPM1 promoter reporter, primary screen, cell-based, SK-MEL-5, single point, luciferase | SK-MEL-5 TRPM1 promoter luciferase, 24 h | inhibition, % at 12.5 µM | 330,000 compounds, 0.83% hits | AID 488899, 2010;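 active = mean inhibition across replicates of 60% or more, whatever share of single replicates reaches that level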; note: values of inactives mirror those of a sister screen read the other way
PDI inh: inhibitors of human PDI, primary screen, biochemical, turbidity, single point, plate reader. PDI insulin aggregation turbidity, A650, 90 min. inhibition, % at 10 µM. 350,000 compounds, 0.052% hits. AID 588391, 2011;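 active = mean inhibition across replicates of 30% or more, whatever share of single replicates reach that level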;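 note: absorbance from insulin aggregation driven by PDI reduction with DTT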
Target sequence (P07237 whole entry, looked up): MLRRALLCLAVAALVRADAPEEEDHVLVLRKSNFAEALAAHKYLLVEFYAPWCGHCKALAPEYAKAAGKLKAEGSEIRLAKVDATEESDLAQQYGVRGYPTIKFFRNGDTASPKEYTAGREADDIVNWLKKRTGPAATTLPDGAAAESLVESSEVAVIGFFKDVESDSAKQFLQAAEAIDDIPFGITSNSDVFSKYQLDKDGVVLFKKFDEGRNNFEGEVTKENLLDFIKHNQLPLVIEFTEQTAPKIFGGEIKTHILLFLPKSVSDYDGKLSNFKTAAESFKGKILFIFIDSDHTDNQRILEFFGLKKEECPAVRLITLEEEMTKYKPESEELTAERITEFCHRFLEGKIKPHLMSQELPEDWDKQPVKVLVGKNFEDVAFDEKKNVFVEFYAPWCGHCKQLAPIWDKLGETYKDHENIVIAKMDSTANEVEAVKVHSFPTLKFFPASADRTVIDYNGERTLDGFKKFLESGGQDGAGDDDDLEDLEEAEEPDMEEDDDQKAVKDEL
Shn3 3UTR inh: reduction of Shn3 3'UTR firefly luciferase signal, primary screen, Schnurri-3 inhibitor project, cell-based, Clone20 osteoblasts, set 2 | Clone20 osteoblast Shn3 3'UTR firefly luciferase, 24 h | inhibition, % at 12.5 µM | 360,000 compounds, 0.52% hits | AID 588674, 2011;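 active = mean inhibition of at least 75% with every replicate also reaching 75%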;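 note: 0% = median of neutral control wells and 100% = pilot-screen positive control compound; some compounds past the cut are filed as inactive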
iPSC survival up: enhancers of single-cell hiPSC survival, primary screen, ATPlite luminescence | 100% = ROCK inhibitor wells, 0% = DMSO | survival enhancement, % at 20 µM | 360,000 compounds, 0.044% hits; in the data active = survival enhancement above about 18%;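 note: cells exposed to compounds for 16 hours before the ATP read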
HIF-2a block: HIF-2a reporter inhibitors, primary screen, luminescence, 786-0 RCC cells; 786-0 RCC cells HIF-2a reporter, luciferase luminescence, overnight; inhibition, % at 18.8 µM; 360,000 compounds, 0.72% hits;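 active = inhibition of the luminescence signal of 40% or more relative to plate controls, in a single-dose primary screen at 18.75 µM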
Cardio protect: cardioprotection against H2O2-induced cell death, primary screen, uHTS, H9c2 cells, ATPLite luminescence; 360,000 compounds, 0.63% hits; protection from H2O2 cell death, % at 20 µM; H9c2 cardiomyocytes, H2O2 injury protection, 2 h;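 active = compounds giving at least 50% protection of heart cells from peroxide-induced death in the single-dose screen, raw or plate-pattern-corrected value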;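 note: 0% = DMSO wells with peroxide and 100% = DMSO wells without peroxide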
NR2E3 ag-2: inhibitors of NR2E3-RetCOR corepressor binding, primary screen, NR2E3 agonist project, biochemical, TR-FRET, GST-NR2E3, biotin-RetCOR; Photoreceptor-specific nuclear receptor (Homo sapiens), Q9Y5X4; 1536-well; inhibition of corepressor binding, % at 4.78 µM; 320,000 compounds, 0.12% hits; AID 2300, 2010;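 active = percent inhibition above the cutoff of mean plus 3 SD of all tested compounds, set per screening campaign, cut at about 20% in these data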;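 note: 0% = DMSO wells and 100% = biotin wells as full block of FRET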
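Assay system: NR2E3–RetCOR corepressor complex. Quantity: 1.35 nM GST-NR2E3. Buffer or medium: pH 7.5 Tris-based buffer. Reagent: biotinylated RetCOR corepressor at 7 nM final. Schedule: 5 h at 4 °C. Detection: TR-FRET, emission read at 617 and 671 nm. Replicates: one well per compound, singlicate testing.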
HTR2A ag: mouse Htr2a agonists via beta-arrestin recruitment, primary screen, cell-based, luminescence; 5-hydroxytryptamine receptor 2A (Mus musculus), P35363; 360,000 compounds, 0.66% hits; AID 624169, 2012; CHO-K1 mHTR2A beta-arrestin complementation; percent of 30 µM serotonin response; activation, % at 7.6 µM;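 active = activation above a run cutoff, the mean activation of all tested compounds plus 3 SD, cut at about 14% in these data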;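 note: 0% = plate median of compound wells and 100% = 30 µM serotonin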
Target sequence (P35363 whole entry, looked up): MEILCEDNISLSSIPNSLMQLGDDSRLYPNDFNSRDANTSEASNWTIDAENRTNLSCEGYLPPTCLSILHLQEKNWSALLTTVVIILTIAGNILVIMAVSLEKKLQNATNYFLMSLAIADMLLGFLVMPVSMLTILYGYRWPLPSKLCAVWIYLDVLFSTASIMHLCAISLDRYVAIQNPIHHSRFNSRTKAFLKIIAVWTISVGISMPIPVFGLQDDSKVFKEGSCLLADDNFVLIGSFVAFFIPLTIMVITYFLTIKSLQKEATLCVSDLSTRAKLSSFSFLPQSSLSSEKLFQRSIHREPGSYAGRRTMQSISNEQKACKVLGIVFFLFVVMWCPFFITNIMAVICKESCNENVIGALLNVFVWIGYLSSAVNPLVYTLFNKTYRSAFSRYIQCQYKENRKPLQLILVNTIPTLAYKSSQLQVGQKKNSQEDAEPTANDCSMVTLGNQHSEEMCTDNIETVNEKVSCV
Numbers without * were called inactive; . = no result given.

SMILES	CaV13 ICDI inh	NR2E3 ag-1	Peg3 promoter	MITF TRPM1 inh	PDI inh	Shn3 3UTR inh	iPSC survival up	HIF-2a block	Cardio protect	NR2E3 ag-2	HTR2A ag
Cc1cc(-c2nnc(SCC(=O)Nc3ccc(S(N)(=O)=O)cc3)n2N)n[nH]1	-4	-22	-4	-3	-2	-8	-0.4	11	8	-1	5
CCN(CC)C(=O)CC(c1ccc(F)cc1)c1ccc(OC)cc1 (stereo unspecified)	-2	-31	9	3	-2	9	2.3	19	-4	0	-3
O=C(NC12CC3CC(CC(C3)C1)C2)c1ccccc1	-3	-15	-9	5	10	-6	1.7	16	-1	-1	1
O=C(c1ccccc1)c1ccc(Cn2cc(CCCO)nn2)cc1	-11	31	-4	10	-14	51	-1.7	6	-22	1	1
CCC/C(O)=C1\C(=O)CC(C)(C)CC1=Nc1ccc(OC)cc1	-1	-9	19	-10	-3	6	-0.3	19	14	0	2
O=C(COc1ccc(Br)cc1)N/N=C1\SCC(=O)N1c1ccc(F)cc1	-2	9	20	-4	-12	1	1.7	9	3	-3	2
COc1ccccc1NS(=O)(=O)c1cccc(N2CC(O)=C(c3ccccc3)C2=N)c1	-1	-1	24	12	-6	17	-1.6	23	7	7	-4
Cc1cccc(CCNC(=O)C2CCN(S(=O)(=O)c3cccc4nsnc34)CC2)c1	-8	-24	2	7	0	1	4.4	14	8	-1	1
O=C(Nc1ccccc1C(=O)NC(Cc1ccccc1)C(=O)O)c1ccco1 (stereo unspecified)	-12	13	2	-5	0	-6	0.8	12	5	-1	2
Cc1ccc(C)c(NC(=O)C2CC(O)CN2C(=O)Oc2ccccc2)c1 (stereo unspecified)	-6	-16	9	13	3	25	-0.7	1	-4	0	-2
O=S1(=O)CC(N2CC=CC2)CN1C1CCCCC1 (stereo unspecified)	-11	4	7	.	.	11	-0.2	8	2	.	0
Cc1nn(-c2ccccc2)c(N2CCCC2)c1/C=N/Nc1ccc(S(N)(=O)=O)cc1[N+](=O)[O-]	-3	-4	21	-9	3	-5	2.1	31	6	1	0
CCC(C)NCCOc1ccccc1C (stereo unspecified)	-6	-9	-7	8	-1	14	-0.5	13	-4	3	-3
Cc1c(C(=O)COC(C)(C)C)[nH]c2ccccc12	.	8	-45	-22	2	18	-2.9	-53	-22	-3	4
Cc1sc2ncnc(SCC(=O)NC(C)C(C)C)c2c1C (stereo unspecified)	2	12	9	.	0	0	4.1	-26	-6	7	-9
Cc1c(OCC(=O)NCC(O)c2ccccc2)ccc2c3c(c(=O)oc12)CCCC3 (stereo unspecified)	-13	-16	23	-10	8	2	0.7	-11	7	-2	0
c1cc(-c2cccs2)nc(-c2cccs2)c1	-2	-10	2	-39	-2	0	-2.2	4	-1	-1	-1
COc1ccc(S(=O)(=O)NN(C)C(=O)c2nn(-c3ccccc3)ccc2=O)cc1	-5	6	-56	-4	5	-8	2.0	13	2	0	2
CC(=O)Nc1ccc(NC(=O)C(C)OC(=O)c2ccc(S(=O)(=O)N3CCCCCC3)cc2)cc1 (stereo unspecified)	-5	-16	16	-7	-3	-14	-2.9	6	-2	.	-1
COC(=O)c1ccc(N=NNc2cccc(Br)c2)cc1	-5	-169	-181	-51	-9	-145	-0.7	-51	-14	2	-4
CCCCN(C)C(=O)C1CCC(=O)N(c2cc(OC)c(OC)c(OC)c2)C1c1ccc(OC)cc1 (stereo unspecified)	-5	3	9	6	16	-6	0.6	1	2	2	4
O=C(CN1C(=O)S/C(=C\c2cccs2)C1=O)Nc1ccc(O)c(C(=O)O)c1	-13	-4	-6	18	6	3	1.1	11	-3	-1	-1
CCOC(=O)N1CCN(S(=O)(=O)c2ccc(F)cc2)CC1	-7	5	12	12	0	13	7.7	8	15	3	-3
Cc1cccc(OCC(=O)N/N=C\c2cn(C)c3ccccc23)c1	-4	-1	38	8	2	-15	2.3	-13	0	2	-2

2 of the compounds above, as labelled records:
Cc1c(OCC(=O)NCC(O)c2ccccc2)ccc2c3c(c(=O)oc12)CCCC3 (stereo unspecified)
  CaV13 ICDI inh = -13; NR2E3 ag-1 = -16; Peg3 promoter = 23; MITF TRPM1 inh = -10; PDI inh = 8; Shn3 3UTR inh = 2; iPSC survival up = 0.7; HIF-2a block = -11; Cardio protect = 7; NR2E3 ag-2 = -2; HTR2A ag = 0
COC(=O)c1ccc(N=NNc2cccc(Br)c2)cc1
  CaV13 ICDI inh = -5; NR2E3 ag-1 = -169; Peg3 promoter = -181; MITF TRPM1 inh = -51; PDI inh = -9; Shn3 3UTR inh = -145; iPSC survival up = -0.7; HIF-2a block = -51; Cardio protect = -14; NR2E3 ag-2 = 2; HTR2A ag = -4

More compounds follow:
SMILES	CaV13 ICDI inh	NR2E3 ag-1	Peg3 promoter	MITF TRPM1 inh	PDI inh	Shn3 3UTR inh	iPSC survival up	HIF-2a block	Cardio protect	NR2E3 ag-2	HTR2A ag
COc1ccc(CNCc2ccncc2)c(OC)c1	-4	-15	10	-15	-7	15	-0.3	8	-4	7	-3
O=C(Nc1cccc(-c2cn3ccccc3n2)c1)c1cc2ccccc2oc1=O	-8	-78	73*	49	-2	-27	0.1	-89	-10	-3	3
COc1cccc(OCC(=O)Nc2ccccc2NC(C)=O)c1	.	8	-5	3	-4	-17	4.5	4	0	2	0
C/C(=N\NC(=O)CN(c1ccccc1)S(=O)(=O)c1ccccc1[N+](=O)[O-])C(C)(C)C	-5	8	-7	-6	5	-21	-2.5	3	7	5	-5
Cc1cccc(Nc2nc(N)nc(CSC(=S)N3CCOCC3)n2)c1	-5	4	-181	-62	-1	-52	-0.2	-191	-6	-4	1
COc1ccc2c(c1)c(C(=O)O)c(C)n2-c1ccccc1	-5	-16	6	-4	-1	-4	-0.6	4	2	3	-2
Cc1ccc(-n2nc3c(c2NC(=O)c2ccco2)CS(=O)(=O)C3)c(C)c1	-4	-6	13	0	-6	-3	0.1	13	3	-2	4
COC(=O)CNC(=O)c1ccc(NS(=O)(=O)c2cc([N+](=O)[O-])ccc2Cl)cc1	-15	0	4	-11	-9	-2	-0.5	10	17	2	2
O=C(CN1C(=O)NC2(CCCC2)C1=O)N1CCN(Cc2ccccc2)CC1	-6	-29	16	3	24	6	-0.3	4	-1	6	2
Clc1ccc(CSc2ncn[nH]2)cc1	.	-23	5	6	2	-19	5.2	-54	-11	-1	0
Cc1nn(C)c(C)c1Nc1ccc(N2C(=O)C3C4C=CC(C4)C3C2=O)cc1[N+](=O)[O-] (stereo unspecified)	3	-13	-2	5	-4	24	-0.3	11	-18	1	2
CC(=O)c1sc(NC(=O)C2CCN(c3ncnc4sc(C)c(C)c34)CC2)nc1-c1ccccc1	-1	20	16	0	6	4	-0.3	-6	1	12	0
Clc1cccc(-c2cccc3nccn23)c1Cl	-5	-8	13	.	-3	-4	3.9	-21	-15	.	-9
O=C(O)CSc1ccn(Cc2ccccc2)c1	-6	-12	6	.	17	18	0.7	0	-1	.	-8
CCOC(=O)Cc1csc(NC(=O)Nc2cccc(Cl)c2)n1	6	-12	-118	-22	6	2	-0.4	-70	-4	0	1
CC1CCN(S(=O)(=O)Cc2ccccc2Cl)CC1	.	-7	-34	-5	6	0	-0.8	-9	-4	1	-1
CC1C(=O)N2CCCc3cc(NC(=O)C(=O)NCCCc4ccccc4)cc1c32 (stereo unspecified)	-7	16	-8	4	-5	18	-0.5	3	9	-3	-5
FC(F)C(F)(F)Oc1cccc(Nc2nccn3c(-c4cccc5ccccc45)cnc23)c1	-7	-17	-12	.	-1	-10	0.8	-12	-10	.	0
COc1ccc(S(=O)(=O)Oc2ccccc2C(=S)N2CCOCC2)cc1	-7	-2	8	-3	-19	22	-0.3	11	0	-2	0
O=C(O)c1cc(C(=O)O)c(-c2ccccc2)c(C(=O)O)c1	-6	-12	6	-1	-9	7	-1.7	2	-1	-1	-2
O=C(c1ccco1)n1nc(-c2ccco2)nc1SCc1ccccc1	-3	-80	-92	-29	-2	-9	-1.5	-23	-1	-1	3
CCN1CCN(C(CNS(=O)(=O)c2ccc(Cl)cc2)c2ccccc2)CC1 (stereo unspecified)	-6	24	5	-14	-7	15	-0.5	11	-3	0	-8
CCc1nc(N2CCC(C)CC2)c2oc3ccccc3c2n1	-6	-9	27	-9	-7	14	1.0	-10	-22	1	1
COC(=O)C1=C(C)N(Cc2ccccc2)C(=NCc2cc(OC)c(OC)c(OC)c2)N[C@H]1CCc1ccccc1	-9	12	-29	-1	14	12	-5.2	-2	-7	.	-2
O=C(CNC(=S)N(CCCN1CCOCC1)Cc1cccs1)NCc1ccccc1	-6	-8	8	-1	3	9	-0.3	5	4	-1	-4
CCc1nnc(NC(=O)c2nc(Cl)ccc2Cl)s1	.	-10	9	1	10	-2	0.0	-11	-2	.	3
CC(CP(=O)(O)O)NC(=O)Cc1ccccc1 (stereo unspecified)	-5	-29	16	2	3	5	-3.1	10	-1	-1	1
CCC1(c2ccccc2)NC(=O)N(CC(=O)Nc2ccc(S(=O)(=O)NC3=NCCCCC3)cc2)C1=O (stereo unspecified)	-2	11	19	13	16	-34	1.4	18	-4	5	3
COc1cc(OC)cc(-c2c(-c3cccs3)c3cc(-c4ccc(OC)cc4F)ccc3n2C)c1	-11	12	21	14	14	-22	-4.5	26	2	-1	10
CCC(c1nnnn1C(C)C)N1CCN(C2CCCC2)CC1 (stereo unspecified)	-6	-5	12	2	0	5	0.9	11	6	4	1
CCOc1ccc(C2C(C(=O)Nc3cc(C)on3)c3ccccc3C(=O)N2CCN2CCOCC2)cc1 (stereo unspecified)	-7	-36	8	-1	-8	-10	0.8	21	2	0	3
O=C(O)C1(Nc2ccccc2)CCCC1	-6	10	-8	3	-3	7	5.3	-11	-1	.	2
COc1ccc(C(=O)N2CCCc3ccccc32)cc1	-9	2	-10	-12	10	-9	6.0	-20	0	1	6
COC(=O)CSc1ncc(C#N)c(N)n1	-6	3	3	13	4	3	0.1	-8	15	-1	5
c1ccc(-c2ccccc2OCCN2CCOCC2)cc1	-5	-5	4	-4	8	20	0.5	5	-5	-2	-6
Oc1[nH]c2ccc(Br)cc2c1N=NC(=S)Nc1ccc(F)cc1	-7	-23	65*	27	4	20	-0.5	22	21	-3	-3
CC(=O)Oc1ccc(-c2cccc(C(=O)NCCO)c2)cc1	-4	-16	-3	-9	6	3	5.2	3	-2	-1	6
CN1CCN(S(=O)(=O)c2cccc(C(=O)Nc3cccc([N+](=O)[O-])c3)c2)CC1	-5	-14	10	11	4	8	0.0	15	4	1	6

Random draw from the library. About 3.9% of those tested had a hit in this group.
